From PubChem BioAssay
PGC1a acetyl inh = lowers PGC1a acetylation signal in U2OS cells. AlphaScreen anti-acetyl-lysine; with virally co-expressed GCN5 acetyltransferase. inhibition, % at 15.6 µM. hit rate 0.17% among 350,000;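 active means every replicate shows inhibition of at least 40%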;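 further: 0% = neutral control wells and 100% = positive control wells; some results beyond the cut were filed as inactive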
GSIS activator = primary screen for activators of insulin secretion dependent on glucose, INS-1E cells, GLuc reporter luminescence. AID 743287. hit rate 0.61% among 370,000. INS-1E GLuc reporter insulin secretion, 2-3 h. activation, % at 16.6 µM;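 active means lowest replicate activation of at least 40%, so every replicate reaches that level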;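 further: 0% = median of neutral control wells and 100% = median of IBMX positive control wells; some compounds called inactive have numbers as strong as hits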
miR-122 sensor = inhibitors of miR-122 in Huh7 cells; AID 602342; activation (reporter increase), % at 12.5 µM; hit rate 0.3% among 340,000; Huh7 miR-122 Renilla luciferase sensor, 48 h; neutral wells = 0, positive control = 100;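 active means mean replicate activation score at least 90 and every replicate individually at or above 90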;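 further: higher luciferase means less miR-122 activity so hits act as miR-122 inhibitors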
FN deposition inh = fibronectin deposition inhibition. AH1F fibroblasts, Alexa488-fibronectin deposition fluorescence, overnight. inhibition, % at 12.6 µM. hit rate 0.086% among 350,000. AID 743247;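 active means mean inhibition across replicates of 30% or more, regardless of how many single replicates reach that level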;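 further: positive control wells lacked labelled fibronectin entirely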
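Assay system: AH1F fibroblasts / Quantity: 10000 cells per well / Medium: DMEM plus 2% serum, read in PBS / Reagent: labelled fibronectin 24 nM / Dosing: single dose, pinned / Times: 1 h cell attachment, overnight exposure to compound and label / Signal: fluorescence, ex 485 nm, em 525 nm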
C2C12 statin = suppression of simvastatin myotoxicity; hit rate 0.78% among 330,000; C2C12 myotubes + simvastatin, ATP luminescence, 48 h; scaled: DMSO 0, geranylgeraniol control 100; rescue of ATP level, % at 7.49 µM;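 active means mean ATP rescue above about 67%, or every replicate alone reaching that limit, limit read from the data, passing the limit was not always enough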;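 further: myotubes were challenged with 10 µM simvastatin during compound exposure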
CFTR F508del cor = CFTR F508del correction in bronchial cells | CFBE cells, YFP halide quenching; stimulated with forskolin plus potentiator P3; % fluorescence drop versus neutral controls | activity (quench increase), % at 7.58 µM | hit rate 0.36% among 350,000;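 active means mean added fluorescence quench of at least 8% versus neutral control, with both replicates also reaching 8%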;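 further: cells transiently co-express mutant CFTR-F508del with the halide-sensitive YFP; corrector assay measuring rescue of mutant channel to the surface after 24 h compound exposure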
PglD inh = inhibitors of Campylobacter jejuni PglD acetyltransferase; purified PglD enzyme, DTNB colorimetric CoA detection; inhibition, % at 12.5 µM; hit rate 0.098% among 360,000; in the data active means inhibition above about 16%, passing the limit was not always enough; further: strong numbers were not always called active
Cneo AK release = causes C. neoformans cell lysis | adenylate kinase release luminescence, 4 h; normalised: neutral wells 0, clomiphene wells 100 | lysis activity, % at 15 µM | hit rate 0.2% among 360,000;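 active means mean lysis activity across replicates of at least 80%, whatever share of replicates individually reach that level; inactive means mean lysis activity below 80%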
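Test system: log-phase Cryptococcus neoformans yeast cells. Input: 5 × 10^6 yeast cells/mL. Medium: fresh YPD growth medium. Doses: single dose. Incubation: static 4 h at 37 °C with compound, 1 h detection. Measured by: luminescent adenylate kinase detection reagent. Read-out: signal increase indicating cell lysis. Benchmarks: Clomiphene.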
* marks the source's active call; other numbers are inactive results; . = not tested or not shown; [ ] = another dose, or the depositor's remark.

Codes – A = PGC1a acetyl inh; B = GSIS activator; C = miR-122 sensor; D = FN deposition inh; E = C2C12 statin; F = CFTR F508del cor; G = PglD inh; H = Cneo AK release
1	Cc1ccc(C(C(=O)NC2CCCC2)N(Cc2ccco2)C(=O)CCC(=O)Nc2cc(C)on2)cc1 (stereo not drawn)
  A: -14.9; B: .; C: -4.3; D: .; E: .; F: .; G: 2.3; H: -1.3

2	CCCC(=O)Nc1nc(-c2ccc(Cl)s2)cs1
  A: -2.0; B: -9.8; C: .; D: 15.9; E: .; F: 3.6; G: .; H: .

3	COc1cccc(CN2CC(C(=O)NCC3CCOCC3)CCC2=O)c1 (stereo not drawn)
  A: -7.9; B: 15.6; C: -4.8; D: -7.6; E: 1.8; F: -1.7; G: -0.8; H: -1.3

4	C=CCn1c(-c2c(C)nc3cc(C)ccn23)n[nH]c1=S
  A: 0.9; B: 8.1; C: -3.5; D: -6.2; E: .; F: 0.9; G: 3.8; H: -0.9

5	O=C(NCC(=O)N(c1ccccc1F)C(C(=O)NC1CCCC1)c1ccncc1)c1ccco1 (stereo not drawn)
  A: 10.8; B: -0.3; C: -1.0; D: -3.5; E: -2.3; F: -1.0; G: -2.2; H: 0.7

6	OCCCn1c(C2CCCN2c2nc(-c3ccc(F)cc3)cs2)nc2cc(Cl)c(N3CCCCC3)cc21 (stereo not drawn)
  A: -1.9; B: .; C: 6.7; D: -15.1; E: -5.7; F: -3.2; G: 4.0; H: -0.2

7	C[C@H]1CN([C@@H](C)CO)C(=O)c2cc(/C=C/c3ccccc3)cnc2O[C@@H]1CN(C)C(=O)CN(C)C
  A: 3.7; B: -4.3; C: 11.4[16.7 µM]; D: 4.1; E: 0.3; F: 1.0; G: 0.7; H: 6.3

8	Cc1ccc(CC2CC(=O)N(CCc3ccccc3)C2=O)cc1 (stereo not drawn)
  A: -9.9; B: 3.8; C: -10.8; D: 1.7; E: 6.1; F: 0.6; G: -2.0; H: 0.5

9	CC(=O)Nc1ccc(C(=O)CN2C(=O)NC3(CCCc4ccccc43)C2=O)c(F)c1 (stereo not drawn)
  A: 8.8; B: -3.2; C: 1.4; D: -1.8; E: -4.1; F: 1.4; G: -12.2; H: 2.7

10	Cc1cc(N2CCN(C)CC2)nc(-c2ccccc2O)n1
  A: -10.4; B: 21.6; C: -3.8; D: 5.4; E: .; F: -0.2; G: -0.1; H: -0.6

11	COc1cc2cnc(CCCC#N)cc2cc1OC
  A: 11.4; B: .; C: -2.9; D: 1.3; E: 13.8; F: 3.3; G: 6.0; H: -0.9

12	CC(C)NC(=O)N(C)C[C@@H]1OCCCC[C@@H](C)Oc2ccc(NC(=O)C3CCCCC3)cc2C(=O)N([C@@H](C)CO)C[C@@H]1C
  A: 3.6; B: -9.3; C: -0.4[16.7 µM]; D: 1.1; E: .; F: 0.3; G: 1.9; H: 0.4

13	Cc1cc(C)n(CCC(=O)Nc2cccc(F)c2)n1
  A: -1.1; B: .; C: 2.6; D: -9.0; E: 1.7; F: -3.3; G: -4.1; H: -0.6

14	C[C@@H]1CCCCO[C@@H](CN(C)CC2CC2)[C@H](C)CN([C@H](C)CO)C(=O)c2cc(NC(=O)c3ccccc3)ccc2O1
  A: 2.4; B: -8.2; C: -4.5[16.7 µM]; D: -0.8; E: .; F: 0.5; G: 7.1; H: 8.3

15	Cc1ccc(S(=O)(=O)N(C)C[C@@H]2OCCCC[C@@H](C)Oc3ccc(NC(=O)NC(C)C)cc3C(=O)N([C@H](C)CO)C[C@@H]2C)cc1
  A: 10.6; B: 8.2; C: 13.6[16.7 µM]; D: -1.1; E: .; F: 0.0; G: -1.0; H: -2.3

16	COCC(=O)Nc1ccc2c(c1)[C@@H]1C[C@@H](CC(=O)NCc3ccncc3)O[C@@H](CO)[C@@H]1O2
  A: 0.8; B: 12.6; C: 0.7[16.7 µM]; D: -21.5; E: -3.5; F: 3.0; G: -0.7; H: 3.2

17	COc1ccc(N(Cc2cc3ccccc3[nH]c2=O)S(=O)(=O)c2ccc(OC)cc2)cc1
  A: -2.6; B: 7.6; C: 27.5; D: -3.6; E: 26.6; F: -0.6; G: -2.0; H: -2.6

18	CC(C)=NNC1=NC(C)(C)Cc2ccccc21
  A: -7.3; B: .; C: -1.2; D: 5.2; E: -5.0; F: -0.2; G: -2.2; H: -0.8

19	O=C(CNC(=S)N(Cc1ccc(F)cc1)C1CCCCC1)NCC1CCCO1 (stereo not drawn)
  A: 0.4; B: 9.0; C: .; D: 1.9; E: .; F: 0.3; G: .; H: .

20	COc1ccc(C(=O)Nc2cccc(C(C)=O)c2)c(OC)c1OC
  A: 4.6; B: 10.4; C: -4.0; D: 15.3; E: 3.5; F: .; G: -0.4; H: -0.5

21	CO[C@H]1CN(C)C(=O)c2cc(NC(=O)c3ccno3)ccc2OC[C@@H](C)N(S(C)(=O)=O)C[C@H]1C
  A: 0.4; B: 6.0; C: .; D: -5.4; E: -13.8; F: 0.2; G: 0.0; H: 0.7

22	Cc1cc(-c2nnc(SCC(=O)Nc3cccc(F)c3)n2N)n[nH]1
  A: 11.8; B: 6.4; C: -0.3; D: -3.0; E: -2.9; F: -1.2; G: 0.9; H: -2.0

23	COC(=O)c1cc(NC(=O)/C=C/c2ccc3c(c2)OCO3)cc(C(=O)OC)c1
  A: 4.9; B: .; C: -4.1; D: -2.6; E: 4.6; F: .; G: 2.3; H: -0.8

24	Cc1cc(NC(=O)c2cccc([N+](=O)[O-])c2)n(-c2ccccc2)n1
  A: 8.1; B: 6.7; C: 0.4; D: -9.9; E: .; F: .; G: 2.0; H: .

25	Cc1cc(C(=O)CN2C(=O)NC(CCS(C)(=O)=O)C2=O)c(C)n1C1CC1 (stereo not drawn)
  A: 7.5; B: -4.2; C: -2.5; D: -1.3; E: -16.4; F: -3.3; G: -2.7; H: 0.2

26	O=C(Nc1cccc(F)c1)N1CC(=O)N2[C@H](CO)[C@H](c3ccc(-c4cccc(F)c4)cc3)[C@@H]2C1
  A: -1.6; B: -21.7; C: .; D: -8.5; E: .; F: -0.8; G: .; H: .

27	CCOc1ccccc1N(CC(=O)Nc1cccnc1)S(C)(=O)=O
  A: -7.7; B: .; C: 9.4; D: 0.6; E: -12.4; F: .; G: -2.3; H: -1.3

28	COc1cccc(N(C(=O)Cn2nnc3ccccc32)C(C(=O)NCc2ccco2)c2cccnc2)c1 (stereo not drawn)
  A: -3.8; B: -7.6; C: 1.9; D: .; E: -1.3; F: .; G: -1.9; H: 0.8

Molecules above containing an aryl methoxy group, in the order listed:
Codes – A = PGC1a acetyl inh; B = GSIS activator; C = miR-122 sensor; D = FN deposition inh; E = C2C12 statin; F = CFTR F508del cor; G = PglD inh; H = Cneo AK release
3	COc1cccc(CN2CC(C(=O)NCC3CCOCC3)CCC2=O)c1 (stereo not drawn)
  A: -7.9; B: 15.6; C: -4.8; D: -7.6; E: 1.8; F: -1.7; G: -0.8; H: -1.3

11	COc1cc2cnc(CCCC#N)cc2cc1OC
  A: 11.4; B: .; C: -2.9; D: 1.3; E: 13.8; F: 3.3; G: 6.0; H: -0.9

17	COc1ccc(N(Cc2cc3ccccc3[nH]c2=O)S(=O)(=O)c2ccc(OC)cc2)cc1
  A: -2.6; B: 7.6; C: 27.5; D: -3.6; E: 26.6; F: -0.6; G: -2.0; H: -2.6

20	COc1ccc(C(=O)Nc2cccc(C(C)=O)c2)c(OC)c1OC
  A: 4.6; B: 10.4; C: -4.0; D: 15.3; E: 3.5; F: .; G: -0.4; H: -0.5

28	COc1cccc(N(C(=O)Cn2nnc3ccccc32)C(C(=O)NCc2ccco2)c2cccnc2)c1 (stereo not drawn)
  A: -3.8; B: -7.6; C: 1.9; D: .; E: -1.3; F: .; G: -1.9; H: 0.8
